D1 antagonist = Antagonist of Human D 1 Dopamine Receptor: qHTS | 360,000 compounds, 3.2% hits | HEK293 TREx D1 cells, calcium flux, dopamine EC80; active compounds read low | activity change, negative = inhibition, % at 10 µM | D(1A) dopamine receptor (Homo sapiens), P21728; in the data active = activity change below about -30%; note: % is set by controls: 0 for no effect and ±100 for the full control effect
Target sequence (P21728 whole entry, looked up): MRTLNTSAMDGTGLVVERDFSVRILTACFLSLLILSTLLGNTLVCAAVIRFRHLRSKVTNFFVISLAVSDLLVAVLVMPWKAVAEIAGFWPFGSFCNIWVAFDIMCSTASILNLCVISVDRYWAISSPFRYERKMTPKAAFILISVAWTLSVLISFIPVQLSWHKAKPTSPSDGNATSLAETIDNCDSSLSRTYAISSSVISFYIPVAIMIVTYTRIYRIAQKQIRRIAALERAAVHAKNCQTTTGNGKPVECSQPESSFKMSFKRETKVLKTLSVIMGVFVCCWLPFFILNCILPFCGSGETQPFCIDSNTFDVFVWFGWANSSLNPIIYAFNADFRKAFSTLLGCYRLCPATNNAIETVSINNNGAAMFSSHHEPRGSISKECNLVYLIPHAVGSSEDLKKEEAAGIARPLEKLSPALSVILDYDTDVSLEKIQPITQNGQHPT
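Using tetracycline-induced force-coupled D1 Hek293 cells and a calcium dye, signals were followed for 180 s after compound, then for 180 s after EC80 dopamine, to detect inhibitors.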
Apoferritin bind = qHTS Assay for Identification of Novel General Anesthetics. Ferritin light chain (Equus caballus), P02791. apoferritin/1-aminoanthracene competitive binding, fluorescence. Potency, µM (series often up to 77.5 µM), without a hit: top-dose activity change, negative = displacement, hits mostly inhibitors. 350,000 compounds, 0.074% hits. AID 485281, 2010; note: potency is the fitted concentration of half-maximal effect; % is set by controls: 0 for no effect and ±100 for the full control effect; nearly all actives have a fitted effect of over 20% in size
Target sequence (P02791 2-175 limits assumed): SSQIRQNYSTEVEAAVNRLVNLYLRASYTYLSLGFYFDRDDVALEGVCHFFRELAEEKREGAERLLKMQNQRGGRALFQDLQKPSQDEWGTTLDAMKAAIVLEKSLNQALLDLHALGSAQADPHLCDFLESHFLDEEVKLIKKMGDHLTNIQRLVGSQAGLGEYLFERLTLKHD
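Apoferritin-based anesthetic binding model; compound displacement of fluorescent 1-AMA measured as endpoint fluorescence after 10 minutes at room temperature, scaled to free-ligand and complex controls.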
D2 PAM = HTS Assay for Positive Allosteric Modulators of the Human D2 Dopamine Receptor: Primary Screen for Potentiators. HEK293 T-REx D2, calcium flux, EC20 dopamine potentiation. potentiation, % at 10 µM. 340,000 compounds, 0.34% hits;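 active = potentiation over 3 SD above the plate norm, cut at about 30% in these data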; note: 0% is about no effect
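Cells plated with tetracycline inducer and held overnight at 30 C; calcium dye loaded 30–90 min at room temperature; baseline taken, compound added and read 180 s; EC20 dopamine then added and read 180 s.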
RXFP1 agonist = qHTS Assay for Agonists of the Relaxin Receptor RXFP1 | HEK293T-RXFP1 cAMP TR-FRET, 30 min; response scale: percent of porcine relaxin response, buffer zero | 370,000 compounds, 0.3% hits | Potency, µM (highest dose often 57.5 µM), inactives show at the top dose activation, most hits filed as activators | Relaxin receptor 1 (Homo sapiens), Q9HBX9; note: potency is the fitted concentration of half-maximal effect; % is set by controls: 0 for no effect and ±100 for the full control effect; nearly all actives have a fitted effect of over 60% in size; many of its hits are not listed in these tables
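cAMP rise read by TR-FRET after 30 min, 37C compound exposure (up to 58 uM) in RXFP1-transfected HEK293 cells with Ro 20174 present. EC50 from Hill-equation fits, with 29 nM porcine relaxin as 100% and buffer as basal.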
D1 ag = Allosteric Agonists of the Human D1 Dopamine Receptor: qHTS. D(1A) dopamine receptor (Homo sapiens), P21728. HEK293 T-REx D1 cells, calcium flux, agonist mode. activation, % at 2 µM. 360,000 compounds, 1% hits; in the data active = activation above about 30%; note: 0% is about no effect
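Tetracycline-induced HEK293 TREx D1 cells, force-coupled to calcium signalling, were dye-loaded with a no-wash calcium kit. Compound was pin-added after a 10 s baseline. Fluorescence was read kinetically at 1 cycle/s for 180 s, with calcium rises flagged as agonism.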
D1 potentiator = Potentiators of Human D1 Dopamine Receptor: qHTS; HEK293 TREx D1 cells, calcium flux, dopamine EC20 potentiation; potentiation, % at 10 µM; 360,000 compounds, 0.036% hits; in the data active = potentiation above about 30%; note: 0% is about no effect
RXFP1 antag = qHTS Assay for Antagonists of the Relaxin Receptor RXFP1. HEK293-RXFP1, relaxin-stimulated cAMP HTRF, 30 min; active compounds read low. activity change, negative = inhibition, % at 57.5 µM. 350,000 compounds, 0.59% hits. AID 1259400, 2018;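 active = activity change of -60% or lower, but not beyond a set lower limit; inconclusive = change between -60% and -40%, or beyond the set limit; inactive = change above -40%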; note: % is set by controls: 0 for no effect and ±100 for the full control effect
TRHR enhancer = qHTS for Small Molecule Agonists and Allosteric Enhancers of Human TRH Receptor: Primary Screen for Enhancers | Thyrotropin-releasing hormone receptor (Homo sapiens), P34981 | TRHR cells, fluo-8 calcium fluorescence, EC20 TRH enhancement | enhancement, % at 2 µM | 360,000 compounds, 0.66% hits; in the data active = enhancement above about 30%; note: 0% is about no effect
Target sequence (P34981 whole entry, looked up): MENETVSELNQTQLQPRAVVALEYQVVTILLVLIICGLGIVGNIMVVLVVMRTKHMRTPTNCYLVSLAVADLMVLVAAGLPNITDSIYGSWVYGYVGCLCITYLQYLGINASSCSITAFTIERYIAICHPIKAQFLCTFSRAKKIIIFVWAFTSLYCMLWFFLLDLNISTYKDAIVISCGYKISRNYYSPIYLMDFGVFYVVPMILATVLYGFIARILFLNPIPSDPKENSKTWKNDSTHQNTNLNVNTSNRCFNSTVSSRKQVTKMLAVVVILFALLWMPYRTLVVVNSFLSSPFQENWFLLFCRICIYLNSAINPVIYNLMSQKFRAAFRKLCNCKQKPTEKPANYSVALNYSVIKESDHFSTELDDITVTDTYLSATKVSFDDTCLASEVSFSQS
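Enhancer read-out: after compound pinning and an initial kinetic agonist-mode read, an EC20 of TRH (10 nM final) was injected and fluo-8 calcium signal (Ex 480/Em 530) followed at 1 s/cycle for 100 cycles in TRHR-expressing cells.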
TRHR agonist = qHTS for Small Molecule Agonists and Allosteric Enhancers of Human TRH Receptor: Primary Screen for Agonists; 360,000 compounds, 0.18% hits; AID 493084, 2011; activation, % at 2 µM; Thyrotropin-releasing hormone receptor (Homo sapiens), P34981; TRHR cells, calcium flux fluo-8, FDSS agonist mode; in the data active = activation above about 30%; note: 0% is about no effect
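In this calcium-flux screen, cells bearing human TRHR are dye-loaded with fluo-8, baselined for 10 cycles, then exposed to library compounds; positive kinetic calcium responses during the agonist phase mark hits, with TRH as control.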
* = called active by the depositor; [ ] = dose if it differs, or a comment. Unless noted, calls come from the whole dose curve; as a rule, active = well fitted curve in the direction sought with a large enough effect; inconclusive = small, poorly fitted or top-dose-only effect, or another doubt; inactive = no such curve, though single readings can be large; an effect the other way counts as inactive or inconclusive. This is a subset (hit frequency here may not be typical).

For CCCCC(=O)Nc1ccc(C(=O)NNC(=O)CCc2ccccc2)cc1 the results were D1 antagonist -27, Apoferritin bind -7%, D2 PAM 2, RXFP1 agonist 0.4%, D1 ag 3, D1 potentiator -4, RXFP1 antag -1, TRHR enhancer -3 and TRHR agonist 1.1.
COc1ccc(C(=O)OCC(=O)NCc2ccco2)cc1OC was read as D1 antagonist -10, Apoferritin bind -7%, D2 PAM 13, RXFP1 agonist 1.3%, D1 ag 2, D1 potentiator -8, RXFP1 antag -12, TRHR enhancer 15 and TRHR agonist 0.2.
For CC(=O)NCCC(=O)Nc1ccc(F)cc1C the results were D1 antagonist -11, Apoferritin bind -6%, D2 PAM -6, RXFP1 agonist 1.7%, D1 ag 2, D1 potentiator -5, RXFP1 antag -7, TRHR enhancer 2 and TRHR agonist 0.0.
Screening Cc1cc(N2CCCC2)c(C)cc1C=O returned Apoferritin bind -23%, D2 PAM -1, RXFP1 agonist 0.4%, D1 ag -1, D1 potentiator 1, RXFP1 antag -1, TRHR enhancer 2 and TRHR agonist -0.4.
Cc1cc(NC(=O)c2ccc(Cl)cc2)n(CCC#N)n1 was read as D1 antagonist -10, Apoferritin bind -4%, D2 PAM -4, RXFP1 agonist 1.2%, D1 ag 2, D1 potentiator -4, RXFP1 antag 9, TRHR enhancer -2 and TRHR agonist 0.7.
For CCN(CC)S(=O)(=O)c1ccc(NC(=O)c2ccccn2)cc1 the results were D1 antagonist -3, Apoferritin bind -24%, D2 PAM 3, RXFP1 agonist 0.5%, D1 ag 4, D1 potentiator -11, RXFP1 antag -1, TRHR enhancer 2 and TRHR agonist -0.2.
COc1nn(CC(=O)N2N=C(C)CC2(O)C(F)F)cc1[N+](=O)[O-] (stereo not given) was read as D1 antagonist 0, Apoferritin bind -6%, D2 PAM 11, RXFP1 agonist 0.8%, D1 ag -2, D1 potentiator -7, RXFP1 antag -2, TRHR enhancer -1 and TRHR agonist 0.1.
Cc1cccc(-c2nc3scc(CCNC(=O)c4ccc(Br)o4)n3n2)c1 was read as D1 antagonist -2, Apoferritin bind -10%, D2 PAM -12, RXFP1 agonist 3.5%, D1 ag 1, D1 potentiator -1, RXFP1 antag -4, TRHR enhancer 4 and TRHR agonist -0.8.
Screening Cc1nc(SCC(=O)c2ccccc2)[nH]c(=O)c1Oc1ccc(Cl)cc1 returned D1 antagonist 0, Apoferritin bind -2%, D2 PAM 7, RXFP1 agonist 2.5%, D1 ag 6, D1 potentiator 1, RXFP1 antag -24, TRHR enhancer 8 and TRHR agonist -1.1.
Screening CCOC(=O)c1[nH]c2c(c1Cc1ccccc1C)C(=O)CC(c1ccccc1)C2 (stereo not given) returned D1 antagonist -19, Apoferritin bind -15%, RXFP1 agonist 1.5%, D1 ag 1, D1 potentiator -2, RXFP1 antag -31, TRHR enhancer 8 and TRHR agonist 1.2.
For N#CCCN(C(=O)COC(=O)C1=NNC(=O)CC1)c1ccccc1 the results were D1 antagonist 8, D2 PAM -2, RXFP1 agonist -0.4%, D1 ag 1, D1 potentiator -2, RXFP1 antag -5, TRHR enhancer -6 and TRHR agonist 0.1.
For CCOC(=O)CCc1c(C)c(C#N)c2nc3ccccc3n2c1-n1ccnc1C the results were D1 antagonist 8, Apoferritin bind -1%, D2 PAM 8, RXFP1 agonist 2.9%, D1 ag 2, D1 potentiator -3, RXFP1 antag -2, TRHR enhancer 2 and TRHR agonist 0.0.

The last two compounds of the section before come first, to join the parts:
For N#CCCN(C(=O)COC(=O)C1=NNC(=O)CC1)c1ccccc1 the results were D1 antagonist 8, D2 PAM -2, RXFP1 agonist -0.4%, D1 ag 1, D1 potentiator -2, RXFP1 antag -5, TRHR enhancer -6 and TRHR agonist 0.1.
For CCOC(=O)CCc1c(C)c(C#N)c2nc3ccccc3n2c1-n1ccnc1C the results were D1 antagonist 8, Apoferritin bind -1%, D2 PAM 8, RXFP1 agonist 2.9%, D1 ag 2, D1 potentiator -3, RXFP1 antag -2, TRHR enhancer 2 and TRHR agonist 0.0.
For COc1ccc(Nc2nc(N3CCOCC3)nc(N3CCOCC3)n2)cc1Cl the results were D1 antagonist 8, Apoferritin bind -9%, D2 PAM 2, RXFP1 agonist 1.8%, D1 ag 3, D1 potentiator -11, RXFP1 antag -9, TRHR enhancer -4 and TRHR agonist -1.9.
COc1cc(S(=O)(=O)N2CCN(c3ccccc3F)CC2)ccc1Cl was read as D1 antagonist -4, Apoferritin bind 8%, D2 PAM 8, RXFP1 agonist -0.4%, D1 ag 4, D1 potentiator -3, RXFP1 antag -7, TRHR enhancer 0 and TRHR agonist 0.7.
Screening Cc1cc(NC(=O)CCOc2ccccc2)no1 returned D1 antagonist -11, Apoferritin bind inconclusive, D2 PAM 4, RXFP1 agonist 2.7%, D1 ag 1, D1 potentiator 9, RXFP1 antag 14, TRHR enhancer 0 and TRHR agonist 0.3.
For CC1(C)C2([N+](=O)[O-])CN3CC1([N+](=O)[O-])CN(C2)C31CCCC1 the results were D1 antagonist -7, Apoferritin bind -4%, D2 PAM 0, RXFP1 agonist -3.6%, D1 ag 2, D1 potentiator -2, RXFP1 antag -2, TRHR enhancer -2 and TRHR agonist 0.9.
`Cc1cc(C)nc(N2CCC(C(=O)NCc3cccs3)CC2)n1` gave D1 antagonist 3, Apoferritin bind -4%, D2 PAM -6, RXFP1 agonist 1.6%, D1 ag 2, D1 potentiator 0, RXFP1 antag 7, TRHR enhancer 1 and TRHR agonist -0.9.
Screening CCOc1ccc(-c2cc3nc(C4CCN(C(=O)OC(C)(C)C)CC4)c(C(=O)Nc4ccc(C)cc4Cl)cn3n2)cc1 returned D1 antagonist 0, Apoferritin bind inconclusive, D2 PAM -3, RXFP1 agonist 9.0%, D1 ag 4, D1 potentiator -1, RXFP1 antag -18, TRHR enhancer 1 and TRHR agonist -0.2.
For COc1cc(OC)cc(C(=O)Nc2nc(-c3ccccc3)c(-c3ccccc3)o2)c1 the results were D1 antagonist 6, Apoferritin bind -9%, D2 PAM -4, RXFP1 agonist 2.2%, D1 ag 4, D1 potentiator 3, RXFP1 antag -9, TRHR enhancer -4 and TRHR agonist 0.5.
Screening COc1cccc(C2N(c3ccc(Cl)cc3)C(=O)C3CCCN32)c1 (stereo not given) returned D1 antagonist 5, Apoferritin bind 7%, D2 PAM -10, RXFP1 agonist -0.5%, D1 ag 0, D1 potentiator 0, RXFP1 antag 8, TRHR enhancer 10 and TRHR agonist 0.5.
`Cn1nc(CC(=O)NC2CCCCCC2)c2ccccc2c1=O` gave D1 antagonist -22, Apoferritin bind -12%, D2 PAM -5, RXFP1 agonist -1.4%, D1 ag 17, D1 potentiator 0, TRHR enhancer -1 and TRHR agonist 1.3.
CC(C)(Oc1ccc(Cl)cc1)C(=O)NCCCn1ccnc1 was read as D1 antagonist 2, Apoferritin bind -13%, D2 PAM 6, RXFP1 agonist 0.6%, D1 ag 2, D1 potentiator 1, RXFP1 antag 5, TRHR enhancer 3 and TRHR agonist -0.2.
`CC1(C)CC(=O)C=C(NCCN2CCN(C(=S)Nc3ccccc3)CC2)C1` gave D1 antagonist -2, Apoferritin bind 8%, D2 PAM -6, RXFP1 agonist 0.9%, D1 ag 3, D1 potentiator 2, RXFP1 antag -6, TRHR enhancer -11 and TRHR agonist 0.2.
Screening CCCCn1c(-c2csc(C(C)C)c2)n[nH]c1=S returned D1 antagonist -4, Apoferritin bind 0%, D2 PAM 7, RXFP1 agonist -1.9%, D1 ag 9, D1 potentiator -3, RXFP1 antag -3, TRHR enhancer 4 and TRHR agonist 0.1.
`Cc1cc(N2CCCCC2)nc(N2CCCCC2)n1` gave D1 antagonist 8, Apoferritin bind -7%, D2 PAM -14, RXFP1 agonist -0.8%, D1 ag 3, D1 potentiator 1, RXFP1 antag 5, TRHR enhancer -3 and TRHR agonist 0.7.
For Cc1cc(C)c2nc(NC(=O)c3cc(C)on3)sc2c1 the results were D1 antagonist 2, Apoferritin bind -1%, D2 PAM 0, RXFP1 agonist -1.0%, D1 ag 0, D1 potentiator 6, RXFP1 antag -13, TRHR enhancer 1 and TRHR agonist -0.6.
For Cc1ccc2ccc3cc(C(=O)N4CCN(c5ccccc5)CC4)nc3c2[nH]1 the results were D1 antagonist 30, Apoferritin bind inconclusive, D2 PAM 7, RXFP1 agonist -0.9%, D1 ag 20, D1 potentiator -1, TRHR enhancer 24 and TRHR agonist -0.8.
For COc1ccccc1CNc1nc(-c2ccco2)nn1S(=O)(=O)c1ccc2ccccc2c1 the results were D1 antagonist -19, Apoferritin bind -6%, D2 PAM -6, RXFP1 agonist -0.8%, D1 ag 9, D1 potentiator -2, RXFP1 antag -17, TRHR enhancer 7 and TRHR agonist -1.7.
COc1ccc(C(=O)CNC2=NCCC2)cc1 was read as D1 antagonist 2, Apoferritin bind -3%, D2 PAM -6, RXFP1 agonist -0.4%, D1 ag 2, D1 potentiator 0, RXFP1 antag -14, TRHR enhancer -2 and TRHR agonist 0.3.
O=C(CCOc1ccccc1)N(Cc1cccnc1)c1nc2ccc(Cl)cc2s1 was read as Apoferritin bind -5%, D2 PAM -6, RXFP1 agonist 10%, D1 ag 2, D1 potentiator 0, RXFP1 antag 1, TRHR enhancer -4 and TRHR agonist 0.8.
Cc1c(C(c2cccc([N+](=O)[O-])c2O)c2c(C)n(C)n(-c3ccccc3)c2=O)c(=O)n(-c2ccccc2)n1C was read as D1 antagonist 2, Apoferritin bind -16%, D2 PAM -2, RXFP1 agonist 1.2%, D1 ag 1, D1 potentiator -6, RXFP1 antag 0, TRHR enhancer -6 and TRHR agonist -0.7.
COc1cccc(CNC(=O)c2ccc(Cn3c(SCc4ccccc4)nc4cccnc43)cc2)c1 was read as D1 antagonist -2, Apoferritin bind 176%[activator], D2 PAM 4, RXFP1 agonist -0.3%, D1 ag 14, D1 potentiator -1, RXFP1 antag -9, TRHR enhancer 7 and TRHR agonist -0.1.

Screening data as filed in PubChem.
